# Screening data from PubChem.
# VEEV TC-83 Vero – inhibitors of VEEV TC-83 cytopathic effect, confirmation, Vero cells (AID 588727); Vero cells, VEEV TC-83 cytopathic effect inhibition; higher % means a stronger effect; inhibition, % at 20 µM; hits with a dose series show IC50 in µM; hit rate 0.13% among 350,000; in the data active means a potency from the dose series; inconclusive means inhibition mostly from about 14% at the one dose, without a potency; inactive means the rest, 99 in 100 with inhibition below about 12%; further: strong numbers were not always called active
# M. tuberculosis HTS – M. tuberculosis growth inhibition, HTS (AID 449762); M. tuberculosis H37Rv growth inhibition, 7H9 media; higher % means a stronger effect; inhibition, % at 25 µM, or IC50 in µM where a hit was titrated; hit rate 0.59% among 330,000; in the data active means a potency from the dose series; inconclusive means inhibition above about 70% without an active follow-up result;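 further: bacterial growth assessed after seven days of incubation; strong numbers were not always called active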
# influenza NS1A – NS1A inhibition, H1N1 influenza, cell based functional assay (AID 504329) | NS1A functional cell-based assay, percent inhibition; higher % means a stronger effect | inhibition, % at 12.5 µM; hits with a dose series show IC50 in µM | hit rate 0.3% among 340,000; in the data active means a potency from the dose series; inconclusive means inhibition above about 27% without an active follow-up result; further: strong numbers were not always called active
# M. tuberculosis – growth inhibition of non-replicating M. tuberculosis (AID 488890); Mycobacterium tuberculosis non-replicating, growth inhibition; higher % means a stronger effect; inhibition, % at 25 µM, or IC50 in µM where a hit was titrated; hit rate 0.39% among 320,000; in the data active means a potency from the dose series; inconclusive means inhibition mostly from about 82% at the one dose, without a potency; inactive means the rest, 99 in 100 with inhibition below about 76%;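 further: plate controls were DMSO cells for no effect and high antibiotic wells for full effect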
# PhoP GFP inhibition – PhoP regulon inhibitors, Salmonella typhi PhoP promoter GFP reporter, confirmatory (AID 1850); Salmonella Typhi PhoP-promoter GFP reporter, fluorescence, 4 h; higher % means a stronger effect; hit rate 0.33% among 310,000; inhibition, % at 50 µM; hits with a dose series show IC50 in µM; in the data active means a potency from the dose series; inconclusive means inhibition mostly from about 25% at the one dose, without a potency; inactive means the rest, 99 in 100 with inhibition below about 19%;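 further: 0% = induced wells with vehicle and 100% = uninduced wells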
# VEEV TC-83 Vero 10K pilot screen – recorded beside VEEV TC-83 Vero, whose call it bears; inhibition, %; measured here: 10K pilot screen inhibition
# * = called active by the depositor; i = inactive; ? = inconclusive; / = not tested or not shown.
SMILES,VEEV TC-83 Vero,M. tuberculosis HTS,influenza NS1A,M. tuberculosis,PhoP GFP inhibition,others
COc1ccccc1N1CCN(C/C=C/c2ccc(N(C)C)cc2)CC1,/,-9%,/,50%,-1%,
COc1ccccc1NS(=O)(=O)c1ccc(OC)c(OC)c1,i,-1%,5%,-10%,7%,
Cc1ccc(C)c(NC(=O)Cn2nc([N+](=O)[O-])c(Br)c2C)c1,0.1%,14%,-3%,-4%,8%,
CCCn1c(SCC(=O)Nc2ccc(C)c(S(=O)(=O)N3CCOCC3)c2)n[nH]c1=O,0.8%,-5%,-10%,-4%,-3%,
Cc1cc(Nc2ccc(F)cc2C)n2nc(C)nc2n1,i,-8%,10%,3%,-1%,
Cc1cccc(C)c1NC(=O)C1=C(O)c2sccc2N(C)S1(=O)=O,1.1%,-2%,-8%,12%,-5%,
COc1cccc(C2=NOC(C(=O)N3CCOCC3)C2)c1 (stereo not given),1.2%,-18%,-3%,6%,-2%,
O=C(CN1CCN(CC(=O)Nc2ccccc2Cl)CC1)NCC1(N2CCCCC2)CCCCC1,i,2%,-11%,32%,/,
COc1cc2c(cc1/C=C1/NC(=O)N(CC(=O)Nc3ccccc3)C1=O)OCO2,1.1%,1%,0%,3%,8%,
CC(C)[C@H](NS(=O)(=O)c1ccccc1)C(=O)OCC(=O)NC1CCCCC1,0.7%,2%,4%,32%,/,
CC(Sc1nnc(-c2cccnc2)n1N)C(=O)Nc1ccc2c(c1)OCCO2 (stereo not given),0.3%,/,3%,/,/,
O=C(NCCc1ccccc1)C1CCC(=O)N1C1CCCC1 (stereo not given),1.0%,-2%,-3%,-7%,3%,
CCOC(=O)[C@@H]1[C@H]2COc3cc(OC)ccc3[C@H]2N2C(=O)N(c3cccc(Cl)c3)C(=O)[C@@]12C,5.0%,33%,6%,27%,-1%,
Cc1cccc(C2=NN(c3ccc(Br)cc3)[C@@H](C(=O)N3CCOC3=O)[C@@H]2c2ccccc2)c1,1.1%,/,-15%,/,/,
Cc1oc2c(c(=O)c1C)C(=O)CC(c1ccccc1)C2 (stereo not given),0.8%,4%,-7%,/,-5%,
Cc1nc(C)c(C(=O)Nc2cccc(C)c2C)s1,i,7%,-5%,-9%,1%,
CC(C)(C)c1ccc(OCC(=O)NNC(=O)Nc2ccccc2)cc1,0.4%,6%,-6%,-4%,2%,
COc1ccc(S(=O)(=O)Oc2cccc(C(=S)N3CCOCC3)c2)cc1,1.0%,9%,-6%,33%,2%,
CCn1ccnc1CN1CCCC(C(=O)c2ccc(SC)cc2)C1 (stereo not given),i,2%,-9%,59%,12%,
CC(C)c1nc(SCC(=O)N2CCc3ccccc32)n[nH]1,0.4%,17%,-6%,11%,-16%,
COc1ccc(S(=O)(=O)n2cccc2)cc1OC,5.4%,-4%,-6%,0%,-1%,
CCOC(=O)c1ccc2c(c1)nc(C1CCN(S(=O)(=O)c3cccs3)CC1)n2CC,9.4%,-8%,0%,14%,-6%,
O=C(CN1CCN(c2ccccc2O)CC1)NC(=O)NCc1ccccc1,1.6%,-10%,-6%,18%,/,
O=C(c1cccc(S(=O)(=O)N2CCOCC2)c1)N1CCCCCC1,1.4%,-7%,0%,14%,-5%,
O=C(CSc1ncccn1)Nc1ccc2c(c1)CCC2,2.4%,-11%,-21%,22%,-5%,

# Filtered by structure, the entries above with a Cl atom
SMILES,VEEV TC-83 Vero,M. tuberculosis HTS,influenza NS1A,M. tuberculosis,PhoP GFP inhibition,others
O=C(CN1CCN(CC(=O)Nc2ccccc2Cl)CC1)NCC1(N2CCCCC2)CCCCC1,i,2%,-11%,32%,/,
CCOC(=O)[C@@H]1[C@H]2COc3cc(OC)ccc3[C@H]2N2C(=O)N(c3cccc(Cl)c3)C(=O)[C@@]12C,5.0%,33%,6%,27%,-1%,

# The list continues:
SMILES,VEEV TC-83 Vero,M. tuberculosis HTS,influenza NS1A,M. tuberculosis,PhoP GFP inhibition,others
O=C(CCn1nc(-c2ccc(F)cc2)ccc1=O)NCc1ccccc1,0.5%,0%,0%,-16%,5%,
Cc1cc(SCC(=O)N/N=C/c2ccc(O)c(O)c2)c(C)cc1Br,2.3%,-10%,9%,-24%,5%,
CCOC(=O)/C(C#N)=C/c1ccc(OCC(=O)Nc2ccc(OC)cc2)c(OC)c1,1.0%,13%,-4%,11%,-9%,
Cc1ccc(C)n1-c1ccc2c(c1)COC2=O,/,-7%,/,23%,4%,
Cn1nnnc1SCC(=O)N1CCN(c2ccc(Cl)cc2)CC1,3.4%,/,3%,43%,0%,
Cc1nn(C)c(C)c1CN(C)S(=O)(=O)c1ccc(F)cc1,i,-14%,0%,2%,-1%,
Cc1ccc(N2CC(C(=O)N3CCC(C(=O)NC(C)(C)C)CC3)CC2=O)cc1 (stereo not given),i,0%,8%,-14%,1%,
CC(C)CN(C(=O)COC(=O)c1cnc(Cl)c(Cl)c1)c1c(N)n(Cc2ccccc2)c(=O)[nH]c1=O,0.2%,6%,4%,0%,5%,
O=C1c2cccc3cccc(c23)C(=O)N1CCN1CCN(CC(O)COc2ccc3ccccc3c2)CC1 (stereo not given),2.4%,?,26%,?,0%,
O=C(CCCOc1ccccc1)Nc1cc(S(=O)(=O)N2CCOCC2)ccc1N1CCOCC1,0.8%,3%,-1%,-15%,/,
COc1cccc(NC(=O)CNC(C)CCC(C)C)c1 (stereo not given),i,-11%,-9%,4%,0%,
CC(C)c1cc(=O)n2[nH]c(SCc3ccc(Cl)cc3)nc2n1,1.3%,0%,-24%,78%,-5%,
Cc1ccc(O)c(C(=O)c2cnc3c(c2)COc2ccc(C)cc2-3)c1,4.2%,62%,0%,53%,4%,
COC(=O)c1ccccc1NC(=O)c1ccc(-c2ccccc2F)o1,0.6%,-7%,-3%,-3%,1%,
CCN(C(=O)COC(=O)c1cccnc1SC)C1CCCCC1,i,10%,-12%,21%,/,
Cc1cc(OCC(=O)NC(Cc2ccc(Cl)cc2)C(=O)O)c2c3c(c(=O)oc2c1)CCC3 (stereo not given),0.4%,-10%,-1%,0%,3%,
Cc1cc(C)cc(OCC(=O)N(Cc2cccs2)C2CCS(=O)(=O)C2)c1 (stereo not given),0.8%,3%,4%,10%,1%,
O/N=C/c1ccc(-c2cc(Cl)ccc2Cl)o1,2.0%,?,1%,22%,-10%,
CCN(C(=O)COC(=O)c1cccc2ccccc12)c1c(N)n(Cc2ccccc2)c(=O)[nH]c1=O,11%,/,8%,/,/,
CCOC(=O)c1c(C)n(C)c2ccc(OCC(O)CN3CCC(C)CC3)cc12 (stereo not given),0.6%,-5%,2%,-6%,7%,
Cc1cccc(OCC(=O)NNC(=O)C2CCCCC2C(=O)O)c1 (stereo not given),i,6%,-6%,-26%,4%,
CCOC(=O)C1=C(O)C(=O)N(c2ccccc2)C1c1cccc([N+](=O)[O-])c1 (stereo not given),i,9%,5%,58%,1%,
CCOC(=O)c1nn(C23CC4CC(CC(C4)C2)C3)c2c1C(=O)N(c1ccc(C)cc1)C2=O,0.9%,-4%,0%,7%,1%,
O=[N+]([O-])c1ccc(CN2CC=C(c3ccccc3)CC2)cc1,i,1%,10%,6%,-6%,
Cc1ccnc(NS(=O)(=O)c2ccc(Cl)nc2)c1,1.1%,7%,-6%,-6%,14%,
# Additional structures follow:
SMILES,VEEV TC-83 Vero,M. tuberculosis HTS,influenza NS1A,M. tuberculosis,PhoP GFP inhibition,others
Cc1ccc(C)c(OCCC(=O)OCC(=O)NC(=O)NCc2ccccc2)c1,0.9%,3%,-17%,69%,1%,
NC(=O)c1ccsc1NC(=O)COC(=O)Cc1cccc2ccccc12,1.0%,0%,8%,-3%,-2%,
Fc1cccc(NC(=S)N2CCc3ccccc32)c1,4.8%,-6%,3%,24%,2%,
C[n+]1ccccc1/C=C/c1ccc(F)c(F)c1,i,6%,-21%,32%,-2%,
Cc1ccc(S(=O)(=O)N2CCN(c3cccc(C)c3)CC2)cc1,0.0%,11%,-1%,46%,-3%,
O=C(Nc1ccccc1)N1CCSCC1,i,2%,-17%,-5%,-11%,
Cc1ccc(C)c(NS(=O)(=O)c2cc(Br)cnc2N)c1,2.4%,14%,1%,15%,4%,
O=C(CSc1nccc(=O)[nH]1)Nc1ccc(S(=O)(=O)N2CCOCC2)cc1,i,-2%,-1%,-2%,11%,
O=C(NC1CC1)c1ccc(NC(=O)C2CCC2)cc1,0.1%,/,-3%,/,/,
CC(NC(=O)C1(C)CC1(Br)Br)C(C)(C)C (stereo not given),i,5%,13%,32%,2%,
CC(Sc1nnc(C2CC2)n1C1CC1)C(=O)N(C)C1(C#N)CCCCC1 (stereo not given),i,-9%,-7%,-3%,/,
OCCC1CN(Cc2ccc3nsnc3c2)CCN1C1CCCCC1 (stereo not given),i,3%,3%,11%,-4%,
Cc1cc(C)cc(N2C(=O)CC(Sc3ccccc3C(=O)O)C2=O)c1 (stereo not given),1.0%,-6%,2%,78%,-4%,
Cc1ccnc(SCc2cc(=O)c(OC(=O)c3cc([N+](=O)[O-])ccc3Cl)co2)n1,0.2%,-3%,-7%,-27%,-5%,
Cc1ccc2nc(NC(=O)c3ccc(S(=O)(=O)N4CCCc5ccccc54)cc3)sc2c1,1.6%,-5%,-5%,-15%,0%,
CCOC(=O)c1ccc(S(=O)(=O)NCC(C)(C)N2CCOCC2)cc1,0.4%,0%,0%,-13%,-14%,
Cc1ccc(CN2CCN(C/C=C/c3ccc(F)cc3)CC2CCO)o1 (stereo not given),0.6%,-6%,-4%,18%,3%,
CNC(=O)CSc1cnc2ccccc2n1,0.2%,4%,10%,-4%,-6%,
Cc1cccc(NC(=O)[C@@H](NC(=O)[C@@H]2Cc3ccccc3CN2)C(C)C)c1,2.3%,-1%,5%,3%,1%,
CCCCN1C(=O)/C(=C(/C#N)C(N)=O)c2ccccc21,0.3%,-3%,7%,17%,-14%,VEEV TC-83 Vero 10K pilot screen=0.6
O=C(c1ccc(N2CCNCC2)cc1)c1cccnc1,0.4%,1%,-87%,5%,3%,
CC(=O)Nc1ccc(NC(=O)/C(Cl)=C/c2ccccc2)cc1,1.1%,36%,-4%,?,-3%,
C/C(=N\N=C1\NC(=O)C(CC(=O)Nc2ccc(C)c(Cl)c2)S1)C(C)C (stereo not given),2.2%,2%,9%,30%,2%,
O=C(c1ccc(Cl)c(S(=O)(=O)Nc2ccc(F)cc2)c1)N1CCN(c2ccccn2)CC1,3.5%,7%,24%,26%,-2%,
COc1cc(C(=O)NC(C)c2cccc3ccccc23)cc(OC)c1OC (stereo not given),7.0%,0%,-7%,10%,-3%,
Cc1nn(C)c(Cl)c1CN1CCC(CO)(CCOc2ccccc2)CC1,i,-2%,-13%,11%,-8%,
C=CCN(C(=O)CNC(=O)c1ccco1)C(C(=O)NC1CCCC1)c1ccc(OC)cc1 (stereo not given),i,6%,5%,-18%,-13%,
Cc1ccc(S(=O)(=O)N(Cc2ccccc2)c2ccccc2C(=O)Nc2ccccc2C(=O)NCc2ccco2)cc1,i,4%,5%,34%,-9%,

# 6 structures out of the list, arranged by heavy-atom count, lowest first.
SMILES,VEEV TC-83 Vero,M. tuberculosis HTS,influenza NS1A,M. tuberculosis,PhoP GFP inhibition,others
CC(NC(=O)C1(C)CC1(Br)Br)C(C)(C)C (stereo not given),i,5%,13%,32%,2%,
C[n+]1ccccc1/C=C/c1ccc(F)c(F)c1,i,6%,-21%,32%,-2%,
Fc1cccc(NC(=S)N2CCc3ccccc32)c1,4.8%,-6%,3%,24%,2%,
C/C(=N\N=C1\NC(=O)C(CC(=O)Nc2ccc(C)c(Cl)c2)S1)C(C)C (stereo not given),2.2%,2%,9%,30%,2%,
Cc1ccc(C)c(OCCC(=O)OCC(=O)NC(=O)NCc2ccccc2)c1,0.9%,3%,-17%,69%,1%,
Cc1ccnc(SCc2cc(=O)c(OC(=O)c3cc([N+](=O)[O-])ccc3Cl)co2)n1,0.2%,-3%,-7%,-27%,-5%,
